Compound activity (PubChem BioAssay)
POLK inh: inhibitors of human DNA polymerase kappa | Q9UBT6 | purified Pol kappa, fluorescent DNA synthesis assay, 10 min | Potency, µM (doses to about 107 µM), for the others: top-dose activity, negative = inhibition, most hits filed as inhibitors | actives 0.53% (n = 400,000); also: potency is read from the fitted curve at half-maximal effect; % is scaled to controls: 0 for no effect and ±100 for the full control effect
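Kinetic fluorescence screen: compound preincubated 15 min RT with 10 nM enzyme; 50 nM substrate (final) initiates; reads at 0/10 min.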
RGS4 inhibitor: blocks human RGS4-accelerated GTP hydrolysis | P49798 | Transcreener GDP fluorescence polarization, RGS4-accelerated GTP hydrolysis | Potency, µM (series often up to 114 µM), without a hit: at the top dose activity change, negative = inhibition, hits mostly inhibitors | actives 0.039% (n = 390,000) | AID 504845; also: potency is read from the fitted curve at half-maximal effect; % is scaled to controls: 0 for no effect and ±100 for the full control effect; nearly all actives have a fitted effect of over 75% in size; some results filed as inactive show a strong effect at the top dose
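MLSMR compounds (23 nl, pin-transferred) preincubated 10 min at room temperature with a 500nM (2x) first reagent, then RGS4 at 900nM (2x) plus Transcreener GDP mix added; fluorescence polarization (620/688 nm) read before and after 90 min at 30 °C.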
12-LOX inh: ALOX12 (human) lipoxygenase inhibition | Potency, µM (series often up to 108 µM), for inactives: at the highest dose activity change, negative = inhibition, most hits filed as inhibitors | AID 1671190 | purified 12hLO, xylenol orange hydroperoxide absorbance | actives 1.1% (n = 580,000); also: potency is read from the fitted curve at half-maximal effect; % is scaled to controls: 0 for no effect and ±100 for the full control effect
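Hydroperoxide product was detected by ferrous iron/xylenol orange as the 573 to 405 nm absorbance ratio. Arachidonic acid at 40 uM (final) was turned over for 30 min at room temperature by 150 nM human 12hLO, pH 7.0 Hepes buffer, after 15 min compound preincubation.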
ERG Ets-DNA blk: ERG Ets/DNA interaction inhibition; fluorescence polarization, His-ERG Ets domain / labelled DNA; Potency, µM (series often up to 76.9 µM), for inactives: at the highest dose FP activity, negative = inhibition, usual class: inhibitors; actives 0.028% (n = 370,000); active = well fitted inhibition curve with a large enough effect in the polarisation, with a control signal flat; inconclusive = small, poorly fitted or top-dose-only effect, or effect the other way, or a change in a side signal; inactive = no such curve, though single readings can be large or run the other way; the % refers to the polarisation;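 also: polarization taken with two DNA probes labelled with fluorescein and Texas red; potency is read from the fitted curve at half-maximal effect; % of control where 0% means no effect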
Target sequence (P11308 whole entry, looked up, the tested form may be a part): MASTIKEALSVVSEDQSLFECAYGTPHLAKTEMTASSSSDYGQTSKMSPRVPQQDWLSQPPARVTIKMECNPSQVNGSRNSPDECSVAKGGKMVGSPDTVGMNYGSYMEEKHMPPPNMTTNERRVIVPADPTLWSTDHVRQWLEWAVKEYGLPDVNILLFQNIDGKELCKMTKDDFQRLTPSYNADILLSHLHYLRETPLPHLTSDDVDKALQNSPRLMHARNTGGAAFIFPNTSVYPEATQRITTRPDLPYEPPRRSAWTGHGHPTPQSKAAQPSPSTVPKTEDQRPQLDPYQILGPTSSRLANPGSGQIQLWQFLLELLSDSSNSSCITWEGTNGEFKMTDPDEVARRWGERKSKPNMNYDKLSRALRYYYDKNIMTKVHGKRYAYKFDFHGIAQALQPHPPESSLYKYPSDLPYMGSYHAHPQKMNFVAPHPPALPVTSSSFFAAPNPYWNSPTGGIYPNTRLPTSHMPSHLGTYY
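His-tagged ERG Ets domain (1 uM in the protein solution; 300mM KCl, 50mM Tris-HCl, 1mM EDTA, 1mM DTT, pH 7.5) received compound, then a probe mix of 5 nM fluorescein-DNA and 100nM Texas-615-DNA. Fluorescence polarization was read for both dyes.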
POLH inh: DNA polymerase eta (human) inhibition; Q9Y253; recombinant Pol eta, fluorescent DNA replication assay; Potency, µM (titrated, usually from 114 µM), for inactives: at the highest dose activity change, negative = inhibition, actives largely listed as inhibitors; actives 1.2% (n = 390,000); AID 588591; also: potency is read from the fitted curve at half-maximal effect; % is scaled to controls: 0 for no effect and ±100 for the full control effect
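Pol eta at 10 nM preincubated with compounds 15 min at room temperature; reaction started with fluorescent substrate (50 nM final) and read kinetically at 0 and 10 min.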
LDHA inh: inhibitors of human lactate dehydrogenase A; P00338; purified LDHA, NADH/diaphorase-resazurin fluorescence; hits give low values; activity change, % (values are at about 110 or 230 µM); actives 0.15% (n = 480,000); AID 1347041; in the data active = activity change below about -30%; inconclusive = mostly about -25% to -30%;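 also: plate controls were DMSO wells for no effect and wells without enzyme for full effect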
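Human LDH5 at 2 nM final in Tris HCl pH 7.4 with 0.06 mM NADH and 0.2 mM pyruvate, reacted 5 minutes at room temperature. Remaining NADH coupled via diaphorase/resazurin; resorufin fluorescence read at 0 and 20 minutes, normalized to enzyme-free and DMSO wells.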
APE1 inh: APE1 (human) endonuclease inhibition; P27695; recombinant APE1, TAMRA/BHQ-2 abasic DNA cleavage fluorescence; Potency, µM (top dose mostly 65.8 µM), for inactives: top-dose activity change, negative = inhibition, actives largely listed as inhibitors; actives 0.35% (n = 350,000); AID 2517;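 also: potency is read from the fitted curve at half-maximal effect; plate controls were vehicle for no effect and reference inhibitor for full effect; nearly all actives have a fitted effect of over 55% in size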
Target sequence (P27695 whole entry, looked up): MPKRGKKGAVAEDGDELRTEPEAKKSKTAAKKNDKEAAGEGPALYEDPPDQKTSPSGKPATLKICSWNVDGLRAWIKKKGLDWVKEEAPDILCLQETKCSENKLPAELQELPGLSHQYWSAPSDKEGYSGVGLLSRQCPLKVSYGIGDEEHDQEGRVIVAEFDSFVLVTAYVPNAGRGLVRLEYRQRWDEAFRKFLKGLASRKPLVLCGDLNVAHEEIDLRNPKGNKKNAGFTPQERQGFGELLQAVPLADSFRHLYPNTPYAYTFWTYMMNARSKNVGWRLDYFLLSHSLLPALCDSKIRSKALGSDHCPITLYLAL
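Quantitative HTS: incision of a TAMRA/BHQ-2 double-stranded substrate bearing a tetrahydrofuran abasic site by 0.75 nM APE1 raises fluorescence. Substrate 50 nM final, added after 15 min compound preincubation at room temperature; progress as third-minus-first kinetic read difference.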
Pol beta inh: DNA polymerase beta (human) inhibition; AID 485314; Pol beta primer extension/strand displacement, fluorescence kinetic; Potency, µM (highest dose often 114 µM), inactives show top-dose activity change, negative = inhibition, most hits filed as inhibitors; P06746; actives 1.3% (n = 340,000); also: potency is read from the fitted curve at half-maximal effect; % is scaled to controls: 0 for no effect and ±100 for the full control effect
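Human Pol beta at 10 nM; strand-displacement substrate 50 nM final. Compound exposure 15 min at room temperature before start, reaction 10 min at room temperature.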
Anesthetic bind: binds horse apoferritin like a general anesthetic | apoferritin/1-aminoanthracene competitive binding, fluorescence | Potency, µM (doses to about 77.5 µM), for inactives: at the highest dose activity change, negative = displacement, most hits filed as inhibitors | actives 0.074% (n = 350,000) | AID 485281; also: potency is read from the fitted curve at half-maximal effect; % is scaled to controls: 0 for no effect and ±100 for the full control effect; nearly all actives have a fitted effect of over 20% in size
Target sequence (P02791 2-175 limits assumed): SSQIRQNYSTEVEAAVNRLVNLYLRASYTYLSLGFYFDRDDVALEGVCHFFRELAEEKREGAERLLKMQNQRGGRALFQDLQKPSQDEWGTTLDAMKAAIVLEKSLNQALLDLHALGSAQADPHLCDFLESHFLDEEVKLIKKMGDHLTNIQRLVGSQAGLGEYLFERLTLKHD
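10 uM apoferritin + 50% sat. 1-AMA, PBS; cpd 10 min RT; Ex380/Em535 endpoint; normalized to free probe vs complex; 4-param Hill fit; propofol titration as pos. ctrl.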
Numbers without * were called inactive; ? = inconclusive; nt = no result given; & = joins results of further samples; [ ] = remark or other dose. Unless noted, calls follow the shape of the dose curve; as a rule, active = well fitted curve in the direction sought with a large enough effect; inconclusive = small, poorly fitted or top-dose-only effect, or another doubt; inactive = no such curve, though single readings can be large; an effect the other way counts as inactive or inconclusive.

Preview, 2 compounds:
SMILES	POLK inh	RGS4 inhibitor	12-LOX inh	ERG Ets-DNA blk	POLH inh	LDHA inh	APE1 inh	Pol beta inh	Anesthetic bind
CC(=O)c1cc(-c2ccccc2)n(CCC(=O)NCc2cccs2)c1C	-9%	16%	-13%	8%	-19%	1	1%	-5%	-3%
CCOP(=O)(c1ccc(N(C)C)cc1)C(O)c1ccc(C)cc1 (centres undefined)	8%	0%	-8%	-2%	-20%	-6	25%	30%	-11%

All compounds of this part, previewed entries included:
SMILES	POLK inh	RGS4 inhibitor	12-LOX inh	ERG Ets-DNA blk	POLH inh	LDHA inh	APE1 inh	Pol beta inh	Anesthetic bind
CC(=O)c1cc(-c2ccccc2)n(CCC(=O)NCc2cccs2)c1C	-9%	16%	-13%	8%	-19%	1	1%	-5%	-3%
CCOP(=O)(c1ccc(N(C)C)cc1)C(O)c1ccc(C)cc1 (centres undefined)	8%	0%	-8%	-2%	-20%	-6	25%	30%	-11%
CCn1c(SCC(=O)NC2CC2)nnc1-c1ccc(C)cc1	4%	4%	-17%	12%	9%	0	9%	92%	-3%
Cc1ccc(S(=O)(=O)N2CCN(C(=O)CCCN3C(=O)NC4(CCCC4)C3=O)CC2)cc1C	-9%	5%	234%[activator]	4%	3%	-11	-2%	nt	nt
COc1ccc(NC(=O)c2cccc(C#N)c2)cc1NS(=O)(=O)c1ccc(F)cc1	-6%	-26%	-2%	5%	?	-1	-2%	-1%	-1%
COc1ccc(OC)c(NC(=O)N2CC3CCCN3c3ccccc32)c1 (centres undefined)	-9%	-11%	?	-1%	-1%	8	nt	-24%	-11%
CC(C)n1nnnc1SCC(=O)NCc1cccs1	-2%	30%	-18%	0%	1%	4	-4%	0%	33%[activator]
NCCCNCCCCNCCCN	-2%[60.1 µM]	-6%[56.9 µM]	?	?	-20%	-8	14%&2%&-1%&18%	18%[57.1 µM]	nt
COC(=O)[C@@]1(C)[C@H]2C(=O)N(Cc3ccccc3)C(=O)[C@H]2[C@H]2CN=C(SCc3ccccc3)N21	8%	-41%	-40%	5%	-9%	0	-10%	nt	nt
O=C1NCCN1CCN1C(=O)c2ccccc2NC1c1ccccc1 (centres undefined)	-5%	6%	-5%	-6%	3%	-3	1%	10%	45%[activator]
CC(C)CN1CCC(CN2CCNC(=O)C2=O)CC1	-3%	-6%	-19%	5%	-12%	-8	nt	nt	nt
Cc1onc(-c2ccccc2)c1C(=O)N/N=C/c1cccs1	-12%	5%	4%	-15%	-10%	-3	1%	1%	-1%
CCN(CC)CCn1c(=N)n(CC(=O)c2ccc(C)cc2)c2ccccc21	-1%	4%	-3%	4%	-21%	-3	0%	11%	-17%
O=C1CC(SCc2nc3ccccc3[nH]2)C(=O)N1c1ccc(F)cc1 (centres undefined)	-6%	-22%	-18%	-3%	13%	-10	-2%	2%	-1%
O=C(Cn1cnc2onc(-c3ccc(F)cc3)c2c1=O)N1CCN(c2ccc(F)cc2)CC1	-11%	-8%	-16%	2%	-17%	1	nt	-11%	-23%

Just POLK inh and LDHA inh, for 2 of the compounds above:
canonical_smiles	POLK inh	LDHA inh
Cc1ccc(S(=O)(=O)N2CCN(C(=O)CCCN3C(=O)NC4(CCCC4)C3=O)CC2)cc1C	-9%	-11
COc1ccc(NC(=O)c2cccc(C#N)c2)cc1NS(=O)(=O)c1ccc(F)cc1	-6%	-1

Next compounds follow:
SMILES	POLK inh	RGS4 inhibitor	12-LOX inh	ERG Ets-DNA blk	POLH inh	LDHA inh	APE1 inh	Pol beta inh	Anesthetic bind
Cc1ccc(C(C(=O)NCc2ccccc2)N(Cc2ccco2)C(=O)c2snc(C(N)=O)c2N)o1 (centres undefined)	-21%	-18%	-12%	-16%	-6%	-8	22%	24%	-9%
CC(C)c1nc2ccc(C(=O)Nc3ccccc3F)cc2o1	-15%[60.1 µM]	2%	-8%	5%	-21%	1	nt	13%	-10%
CCOc1ccc(S(=O)(=O)Nc2ccc(C(=O)N3CCCC3)cc2)cc1	12%	4%	-12%	11%	12%	1	22%	13%	-4%
CCOc1ccc(Cl)cc1CSc1n[nH]c(C)n1	-6%	-8%	1%	-6%	-16%	-6	3%	-13%	-10%
Cc1cc(C)n2nc(N)c(N=Nc3ccccc3)c2n1	-8%	-4%	-17%	2%	-8%	-7	-5%	0%	-7%
O=C(CCN1C(=O)c2ccccc2C1=O)NCc1ccccc1	-26%	35%	-21%	-4%	-2%	-3	28%	31%[activator]	-6%
CCCCn1c(N)c(N(CCOC)C(=O)c2ccc(C)o2)c(=O)[nH]c1=O	-12%	-20%	-15%	-3%	?	-2	-10%	nt	nt
CSCC[C@H](NC(=O)N1CCn2c1nc1ccccc12)C(=O)NCC1CCCO1 (some centres undefined)	8%	-3%	10%	-4%	-12%	-2	-8%	33%	0%
CC1CCCN(C(=O)c2ccc(OC3CCN(CCc4ccccc4)CC3)cc2)C1 (centres undefined)	-24%	8%	17%	-5%	-2%	-3	10%	-3%	-13%
Cc1nccc2oc(=O)c(NC(=O)c3ccc(Cl)cc3)cc12	2%	-44%	-17%	?	-17%	1	-5%	?	-6%
CC12CCC(C(=O)N(CSC(=S)N/N=C\c3ccccc3)C1=O)C2(C)C (centres undefined)	-7%	-31%[11.4 µM]	0%	10%	-20%	-4	-2%	-5%	?
Cc1oc(S(=O)(=O)N2CCCCC2)cc1NC(=O)Nc1ccc(Cl)cc1	10%	-8%	0%	8%	-5%	-4	-3%	1%	74%[activator]
CC1(C)c2[nH]c3ccccc3c2C[C@H]2C(=O)N(Cc3ccccc3)C(=O)N21	-7%	26%	?	nt	-22%	1	nt	nt	nt
O=C(Cn1nnc2c(cnn2-c2ccc(F)cc2)c1=O)Nc1ccccc1C(F)(F)F	-9%	-8%	-12%	-2%	-8%	-8	7%	2%	-14%
CCOC(=O)C1CCN(C(=O)COc2ccc(Cl)cc2Cl)CC1	-9%	16%	-22%	6%	0%	-3	-4%	12%	-10%

Single records, as listed above:
`CC1CCCN(C(=O)c2ccc(OC3CCN(CCc4ccccc4)CC3)cc2)C1` (centres undefined) as listed: POLK inh: -24%; RGS4 inhibitor: 8%; 12-LOX inh: 17%; ERG Ets-DNA blk: -5%; POLH inh: -2%; LDHA inh: -3; APE1 inh: 10%; Pol beta inh: -3%; Anesthetic bind: -13%
`CC(C)c1nc2ccc(C(=O)Nc3ccccc3F)cc2o1` as listed: POLK inh: -15%[60.1 µM]; RGS4 inhibitor: 2%; 12-LOX inh: -8%; ERG Ets-DNA blk: 5%; POLH inh: -21%; LDHA inh: 1; APE1 inh: nt; Pol beta inh: 13%; Anesthetic bind: -10%

Remaining list, next part
SMILES	POLK inh	RGS4 inhibitor	12-LOX inh	ERG Ets-DNA blk	POLH inh	LDHA inh	APE1 inh	Pol beta inh	Anesthetic bind
CCN(CC)CCN(Cc1cc2cc3c(cc2[nH]c1=O)OCO3)C(=S)NCCCOC	-12%	-7%	-1%	-4%	-14%	-9	6%	2%	-7%
COc1ccc(S(=O)(=O)N2CCC(Oc3ccc(-n4cnnn4)cc3)CC2)cc1	7%	-15%	-14%	6%	11%	-2	nt	16%	-12%
c1ccc2c3c([nH]c2c1)-c1[nH]ncc1CC3	-19%	-32%	-19%	-2%	-9%	7	-4%	6%	?
O=C(/C=C/c1ccc2c(c1)OCO2)c1cccnc1	-18%	-18%	-21%	-1%	-7%	-1	4%	-5%	-6%
COC(=O)[C@@]1(Cc2ccc(OC)cc2)[C@H]2c3cc(C(=O)N4CCCC4)n(CCn4cc([N+](=O)[O-])nc4C)c3C[C@H]2CN1C(=O)c1ccccc1	-14%	-32%	-2%	-3%	2%	-8	15%&-5%	28%	-7%&-21%
CC(CCc1ccccc1)NC(=O)c1ccccc1Cl (centres undefined)	-18%	7%	49%	-7%	-2%	-4	-3%	5%	-9%
COc1ccccc1-c1cc(=O)c2c(O)ccc([N+](=O)[O-])c2o1	5%	6%	-31%	-21%	2%	-4	?	25%	-8%
COc1ccc(S(=O)(=O)N2CCCC2CNC(=O)C(=O)NCc2ccccn2)cc1 (centres undefined)	-13%	17%	3%	-14%	0%	-3	8%	nt	nt
O=C(NCc1ccccc1Cl)C(=O)NCC(c1ccc2c(c1)OCO2)N1CCOCC1 (centres undefined)	-5%[60.1 µM]	13%	-4%	-4%	-8%	-11	nt	-29%	-21%
COc1ccccc1-n1ccnc(SCC(=O)NC2CCCC2)c1=O	11%	17%	22%	-7%	3%	-7	11%	nt	nt
CCOc1ccc(-c2cc(C(=O)NCCc3ccc(Cl)cc3)c3ccccc3n2)cc1	-3%[60.1 µM]	15%	-2%	-3%	-5%	-3	nt	9%	-14%
N/C(=N\c1nc2ccccc2o1)NC(=O)c1ccc([N+](=O)[O-])cc1	5%	6%	275%[activator]	6%	-13%	2	0%	0%	-12%
NC(=NCc1ccc(Cl)cc1Cl)NC(=O)c1nc(Cl)c(N)nc1N	-4%&5%[19.4 µM]	80%[activator][56.9 µM]	?	nt	nt	nt	-9%&-2%	nt	?
NC(=O)c1c(NC(=O)c2nc(SCc3ccccc3F)ncc2Cl)sc2c1CCCC2	0%	-5%	-17%	-1%	-15%	-1	nt	5%	-4%

Not all compounds are listed. The share of hits here may be higher or lower than overall.
